# RAM inhibit: inhibitors of the yeast RAM network, primary screen, dse1pr::URA3 reporter, 5-FOA selection | S. cerevisiae dse1pr::URA3 reporter, 5-FOA growth OD615, 2 d; analog-sensitive cbk1-as2 kinase mutant strain | inhibition, % at 50 µM | hit rate 1.8% among 190,000 | AID 868, 2007;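 active = inhibition above a set limit, 3 SD over mean compound inhibition, cut at about 8.4% in these data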;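 also: 0% = DMSO-only wells with no growth and 100% = 10 µM 1-NA-PP1 full growth; inhibition rescues growth on 5-FOA so higher OD means more RAM inhibition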
# PMI act satM6P: human PMI activators, high substrate, primary screen, biochemical, fluorescence intensity, near-saturating mannose 6-phosphate | hit rate 0.34% among 190,000 | activation factor at 20 µM | coupled PMI enzyme assay, resazurin fluorescence, 20 min; active compounds read high; 1 = untreated enzyme, 0 = substrate-free blank | Mannose-6-phosphate isomerase (Homo sapiens), P34949;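 active = activation factor of 2 or more at 20 µM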
# Target sequence (P34949 whole entry, looked up): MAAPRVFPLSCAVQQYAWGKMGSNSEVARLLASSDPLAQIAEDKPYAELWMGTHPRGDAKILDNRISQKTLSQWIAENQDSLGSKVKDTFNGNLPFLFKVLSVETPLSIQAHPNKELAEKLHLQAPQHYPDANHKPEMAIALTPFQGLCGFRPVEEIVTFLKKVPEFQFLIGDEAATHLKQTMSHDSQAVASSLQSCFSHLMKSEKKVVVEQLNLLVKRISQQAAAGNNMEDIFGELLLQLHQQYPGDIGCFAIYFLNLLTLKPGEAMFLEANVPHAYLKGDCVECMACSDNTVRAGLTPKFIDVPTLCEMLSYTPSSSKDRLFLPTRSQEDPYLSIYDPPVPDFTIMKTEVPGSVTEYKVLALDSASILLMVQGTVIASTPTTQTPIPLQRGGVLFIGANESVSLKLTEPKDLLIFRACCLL
#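 test system = human PMI in coupled enzyme assay | medium = HEPES-buffered pH 7.4 with magnesium and detergent | also added = 1.0 mM mannose-6-phosphate substrate with 0.22 mM NADP+ | compound = 20 µM single dose | times = 20 min incubation at room temperature | measured by = resorufin fluorescence (Ex 544/Em 590 nm) from resazurin via diaphorase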
# DTT redox prof: compounds producing H2O2 with reducing agent – biochemical, NIH compound library profiling, artefact control for MLSCN library redox annotation, primary screen. hit rate 0.03% among 200,000. activation, % at 10 µM. DTT-dependent redox cycling H2O2, phenol red/HRP absorbance; 100% = 100 µM peroxide control, 0% = buffer. AID 878, 2007;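 active = activation of at least 50% relative to the plate's high and low controls in the primary single-dose screen; inactive = activation below 50%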;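 also: compound incubated with DTT at 0.8 mM final as the reducing agent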
# Hsp70 activator: Hsp70 transcriptional activators, primary screen, cell-based, HeLa, Hsp70 promoter luciferase, luminescence, 10 µM | HeLa Hsp70 promoter luciferase reporter; scaled: vehicle 0, proteasome-inhibitor control 100% | activation, % at 10 µM | hit rate 0.04% among 200,000;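 active = activation above the mean across all tested compounds plus 3 SD, cutoff set per campaign, cut at about 5.5% in these data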;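 also: 100% = MG132 at 30 µM as the positive control and 0% = DMSO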
# S1P3 antagonist: S1P3 receptor antagonists, primary screen, cell-based. Sphingosine 1-phosphate receptor 3 (Homo sapiens), Q99500. CHO S1P3 NFAT-BLA reporter, FRET fluorescence, antagonist mode. inhibition, % at 4.98 µM. hit rate 0.27% among 170,000. AID 485, 2006;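 active = inhibition above the plate cutoff, the mean inhibition of test wells on that plate plus 3 SD, cut at about 28% in these data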;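 also: cells challenged with S1P at its EC80 of 0.8 µM; blue over green emission ratio from cleaved BLA substrate after 4 h stimulation; 0% = S1P-stimulated wells and 100% = unstimulated DMSO-only wells; some compounds past the cut are filed as inactive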
# PMI act: activators of human PMI, primary screen, biochemical, fluorescence intensity, near-Km mannose 6-phosphate; purified human PMI, coupled resazurin fluorescence, 20 min; active compounds read high; 1 = vehicle control, 0 substrate-free wells; activation factor at 20 µM; hit rate 0.005% among 190,000; AID 1214, 2008;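 active = activation factor of 2 or more at 20 µM, relative to plate controls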
# L major viab: Leishmania major promastigote growth inhibition, primary screen | inhibition, % at 10 µM | Leishmania major promastigotes, resazurin fluorescence viability | hit rate 9% among 200,000 | AID 1063, 2008; in the data active = inhibition above about 50%;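 also: promastigotes grown with compound for 44 hours at 28 °C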
# Efa HMGR inh: inhibitors of E. faecalis class II HMGR, primary screen, biochemical, Enterococcus faecalis; HMG-CoA reductase (Enterococcus faecalis, mvaE); purified E. faecalis HMGR, NADPH absorbance 340 nm kinetic; inhibition, % at 10 µM; hit rate 0.41% among 190,000; AID 1066, 2008;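 active = inhibition above a set limit, the median over all tested compounds plus 3 SD, cut at about 9.5% in these data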;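 also: enzyme runs in reverse so mevalonate oxidation gives rising NADPH absorbance; 0% = complete reaction with DMSO and 100% = background rate lacking mevalonate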
# TNAP inh noacc: human TNAP enzyme inhibitors, primary screen, biochemical, luminescent, no phosphate acceptor, uHTS | Alkaline phosphatase, tissue-nonspecific isozyme (Homo sapiens), P05186 | purified TNAP, CDP-star luminescence, 30 min | inhibition, % at 20 µM | hit rate 0.26% among 200,000 | AID 1012, 2008;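 active = tissue-nonspecific alkaline phosphatase inhibition above about 50% at 20 µM in the single-dose screen, limit read from the data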;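 also: 0% = DMSO negative control and 100% = EDTA positive control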
# Target sequence (P05186 whole entry, looked up): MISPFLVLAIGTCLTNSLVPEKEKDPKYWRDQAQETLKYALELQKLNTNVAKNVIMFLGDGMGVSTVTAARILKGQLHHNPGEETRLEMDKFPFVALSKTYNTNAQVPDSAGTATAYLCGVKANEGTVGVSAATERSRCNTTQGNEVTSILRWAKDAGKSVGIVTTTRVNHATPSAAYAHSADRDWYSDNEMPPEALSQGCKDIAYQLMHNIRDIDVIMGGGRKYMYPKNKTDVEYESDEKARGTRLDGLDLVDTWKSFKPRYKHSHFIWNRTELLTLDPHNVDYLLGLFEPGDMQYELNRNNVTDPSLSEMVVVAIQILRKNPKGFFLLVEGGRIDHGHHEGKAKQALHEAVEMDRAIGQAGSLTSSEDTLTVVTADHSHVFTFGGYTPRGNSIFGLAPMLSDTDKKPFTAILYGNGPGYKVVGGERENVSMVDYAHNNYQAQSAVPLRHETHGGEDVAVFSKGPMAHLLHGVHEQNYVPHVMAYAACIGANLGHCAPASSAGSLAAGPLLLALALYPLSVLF
# TNAP inh hiacc: human TNAP enzyme inhibitors, primary screen, biochemical, luminescent, high phosphate acceptor level, uHTS. Alkaline phosphatase, tissue-nonspecific isozyme (Homo sapiens), P05186. purified TNAP, CDP-star luminescence, 1 M DEA. inhibition, % at 20 µM. hit rate 0.03% among 200,000. AID 1135, 2008;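 active = over 50% inhibition of tissue-nonspecific alkaline phosphatase at 20 µM in the single-dose screen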;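 also: plate controls were DMSO wells for no effect and EDTA-quenched wells as full inhibition for full effect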
# Starred values were filed as active, the others as inactive; x = not tested or not shown.
SMILES,RAM inhibit,PMI act satM6P,DTT redox prof,Hsp70 activator,S1P3 antagonist,PMI act,L major viab,Efa HMGR inh,TNAP inh noacc,TNAP inh hiacc
O=C(CSCc1cccc(F)c1)N1CCN(c2ccccc2)CC1,-1.1,0.9,-2.7,0.0,x,0.8,-5,1,-9,0
CCn1ncc(Br)c1C(=O)Nc1cc(C(=O)OC)ccc1C(=O)OC,8.5*,1,-2.7,-0.3,7,0.9,-6,0,-9,-1
CC(C)(C)NC(=O)NC(=O)CSc1nnc2ccccn12,-0.4,0.9,2.6,-0.1,x,0.9,-4,-1,-2,2
CN(C(=O)CC1C(=O)NCCN1C/C=C/c1ccccc1)C1CCOCC1 (centres undefined),-1.2,0.9,-0.1,-0.1,8,0.9,-7,-4,-11,-7
COc1ccccc1-c1ccc(SCC(=O)NCc2ccc3c(c2)OCO3)nn1,1.2,1,-1.2,-0.4,11,1,10,-3,-4,-4
N#Cc1cc(N2CCCCC2)c([N+](=O)[O-])cc1C#N,-0.4,0.9,-0.1,-0.2,-5,0.9,-2,-1,0,11
Cc1cc(C)cc(N(CC(=O)N2CCC(C)CC2)S(=O)(=O)c2ccccc2)c1,4.8,0.9,0.0,-0.6,x,0.8,9,-2,-7,-4
CCOc1ccc(/C=C/C(=O)C(C(N)=O)=C2SCCS2)cc1,1.4,0.9,0.7,-0.2,-6,0.9,26,-3,2,2
O=C(CC(c1ccccc1)c1ccccc1)OCn1nnc2ccccc2c1=O,7.3,1,0.1,-0.2,x,1,0,1,-5,-1
COc1cc(C2=NOC(C(=O)NC3CCCCC3)C2)cc(OC)c1OC (centres undefined),3.3,1.1,2.5,0.1,96*,0.9,-1,6,-9,-3
Cc1cccc(NC(=O)CSc2ccc(-c3cccs3)nn2)c1C,1.1,0.8,0.6,-0.4,-14,0.9,-1,0,-8,-1
C=CCNc1nc2ccccc2c(=O)[nH]1,0.9,1,-0.8,0.4,-19,1.2,-8,-6,3,-4
CC1CCc2sc3nc(NCc4ccco4)n4ncnc4c3c2C1 (centres undefined),3.1,0.9,0.0,-0.2,-16,0.9,5,-3,-7,-2
CCOC(=O)c1cnc(-c2ccccc2)nc1N1CCOCC1,0.5,0.9,-0.3,-0.3,2,0.9,-7,-3,-14,-6
O=C(NCc1ccncc1)C(=O)NCC(c1ccco1)N1CCN(c2ccccc2F)CC1 (centres undefined),0.6,1,-0.1,-0.4,8,0.9,52*,4,-17,3
CCN1C(=O)C2(/C(=C(\O)c3ccc4c(c3)OCCO4)C(=O)C(=O)N2CCCOC)c2ccccc21 (centres undefined),2.1,1,0.2,-0.3,-9,1,-4,-4,-14,-9
O=C(Nc1ccc(C(=O)N2CCCC2)cc1)Nc1ccc(Cl)cc1Cl,1.8,0.9,0.4,-0.2,-9,0.9,-10,-10,-4,-3
COc1ccccc1/C=N/NC(=O)C(C)Cn1cnc2ccccc21 (centres undefined),0.5,1,0.5,-0.4,-19,1,1,0,-19,-6
O=C(OCC1OC2C(Oc3nc(=O)ccn32)C1O)c1ccccc1 (centres undefined),1.0,1,-0.4,0.1,-20,1,-6,-4,-10,-6
CCOC(=O)c1c(C)oc2ccc(OC(=O)COc3c(F)c(F)c(F)c(F)c3F)cc12,6.1,0.9,0.0,-0.3,8,0.9,-6,0,-6,0
CCOC(=O)C1=C(CN2c3ccccc3CC2C)NC(=O)NC1c1ccccc1 (centres undefined),3.9,1,1.7,-0.3,x,0.9,27,6,-10,-6
COc1ccc(C(=O)NN(C)c2nc(-c3ccccc3)cc(C)c2S(C)(=O)=O)cc1,7.1,0.9,0.0,0.1,x,0.9,-2,-3,-6,-1
C=CCSc1ncccc1C(=O)O,1.8,1,0.8,-0.5,-11,0.9,-11,0,-1,3
Cc1ccc(OCC(=O)NNC(=O)CSc2ncnc3sc(C)c(C)c23)cc1,1.1,0.9,-0.1,-0.3,-10,0.9,-6,2,-48,-7
Cc1ccc(-n2c(=S)[nH]c3c(oc4ccccc43)c2=O)cc1,1.2,1.1,0.5,-0.4,0,1,-7,-7,16,1

# The results go on:
SMILES,RAM inhibit,PMI act satM6P,DTT redox prof,Hsp70 activator,S1P3 antagonist,PMI act,L major viab,Efa HMGR inh,TNAP inh noacc,TNAP inh hiacc
O=C(COC(=O)CNS(=O)(=O)c1ccc2ccccc2c1)Nc1ccccc1Sc1ccccc1,23*,1,-0.2,-0.2,4,0.9,-2,-1,-6,-5
Cc1noc(C)c1CSc1nnc2scc(-c3ccccc3)n12,1.4,0.6,0.7,-0.4,4,0.9,46,-4,-14,-2
COC(=O)C1=C(C)N(c2ccccc2)C(=S)NC1c1ccccc1C(F)(F)F (centres undefined),3.1,0.9,-0.4,-0.2,2,1,70*,3,-10,-6
CCOc1ccc(NC(=O)c2ccc(NC(=O)COC(=O)Cc3ccc(OC)cc3)cc2)cc1,3.0,1.1,-0.5,0.1,2,1.1,-4,-4,-2,0
c1cn(-c2ncnc3sc4c(c23)CCCC4)cn1,1.5,0.9,-0.6,-0.4,-5,0.9,4,4,2,-4
Cc1cccc(NC(=O)c2ccc(S(=O)(=O)N(C)C)cc2)n1,2.5,0.9,0.3,0.0,-18,0.9,7,1,-7,-2
Cc1ccc(S(=O)(=O)Cn2nnnc2C(C(C)C)N2CCc3ccccc3C2)cc1 (centres undefined),0.7,1.6,0.2,-0.3,-56,1.4,-2,-2,-3,-3
OC(CN1CCOCC1)CN1CCOCC1,0.7,1.1,14,-0.2,-19,1,-6,-1,-2,-6
C=C1C2(C(=O)Nc3ccc(SC(F)F)cc3)CCC(C2)C1(C)C (centres undefined),2.8,0.9,0.3,-0.4,-3,0.8,-3,-9,3,1
O=C(CCn1nnc(-c2cccs2)n1)NCc1ccccc1Cl,0.4,1,2.4,-0.4,-9,0.9,-6,-2,-5,3
COc1ccc(C(=O)NC2(C(F)(F)F)N=C3SCCN3C2=O)cc1 (centres undefined),0.4,0.9,2.7,-0.2,-5,1.1,-8,-6,1,-2
CC(C)c1ccc(N(CC(=O)Nc2ccc(S(=O)(=O)N3CCOCC3)cc2)S(C)(=O)=O)cc1,3.1,1,-0.1,-0.4,x,0.9,90*,5,-2,-4
O=C(c1ccc(N2CCCC2)c([N+](=O)[O-])c1)N1CCN(c2ccccn2)CC1,1.4,1.1,-0.2,-0.2,-3,1.1,-2,-3,2,7
C=CCOC(=O)Nc1snnc1C,1.9,1,-5.6,-0.1,x,1.1,2,3,7,-2
CCOC(=O)c1c(C)nc2cc(C)ccn12,2.4,1,-2.7,-0.3,2,1,-6,-3,-14,-6
CC(C)(C)C(=O)Nc1cccc2[nH]ncc12,0.4,0.9,-0.4,-0.1,-23,1,-1,-3,-16,-4
CCn1c(NC2CCCCC2)nc2ccccc21,2.5,0.9,-0.9,-0.5,-1,0.8,38,-6,-3,1
CCOC(=O)c1cc(CC)sc1/N=C/c1c(O)ccc2ccccc12,3.4,0.4,0.0,-0.4,-2,0.6,64*,-2,33,-6
CCCCSc1nnc2[nH]c(=O)cc(N)n12,3.5,1.1,0.1,0.1,x,1,-6,-2,14,-4
COc1ccc(C(=O)Nc2c(N)nc(SCC(=O)N3CCCCCC3)[nH]c2=O)cc1OC,1.5,1,-0.1,0.0,-39,1.1,-7,-5,-12,-4
Cc1ccc(-n2cc[nH]c2=S)cc1C,0.5,1.1,-0.1,-0.2,-3,1,36,-7,2,4
CCCC(=O)C1=C(c2ccccc2)C(C#N)(C#N)C(C#N)=C1N,0.2,0.7,3.0,-0.1,-23,1,-4,-6,-4,4
COc1ccc(OC)c(N=C(C)C2=C(O)COC2=O)c1,-0.3,0.9,-0.8,-0.3,x,0.8,-9,-2,-13,-7
Cc1ccnc(NC(=O)CCC(=O)N(CC(=O)NC2CCCCC2)Cc2cccs2)c1,0.7,1,-0.2,-0.2,-13,1.1,26,3,-6,-2
COc1ccc(C(=O)N2CCN(C(=O)c3ccco3)CC2)cc1OC,0.9,0.9,0.8,-0.4,-23,0.9,-2,-2,-8,-3

# (next part)
SMILES,RAM inhibit,PMI act satM6P,DTT redox prof,Hsp70 activator,S1P3 antagonist,PMI act,L major viab,Efa HMGR inh,TNAP inh noacc,TNAP inh hiacc
CCCCn1nc2cc(C(=O)N[C@H](C)C3CCCCC3)ccc2c1OCC,-0.2,0.9,-3.7,0.0,x,0.9,12,5,-7,-3
Cc1ccc(S(=O)(=O)Nc2cccc3ncccc23)s1,0.0,0.5,1.9,2.5,-19,0.6,100*,-6,-14,-8
O=C(NCc1ccc(Cl)cc1)c1ccc(COCC(F)(F)F)o1,-0.2,0.9,1.7,-0.3,24,0.8,-4,-8,-13,-5
CN(c1ccccc1)C(c1ccc(F)cc1)c1nnnn1C1CCCC1 (centres undefined),5.7,0.9,0.3,0.0,4,0.9,8,1,-17,-5
O=C(CCSCCC(=O)N1CCCC1)N1CCCC1,-0.5,1,0.4,0.2,-6,1,-6,1,-4,-2
COc1ccc(NC(=S)N2N=CCC2c2ccccc2)cc1 (centres undefined),1.7,1,0.1,-0.1,x,1,-3,3,-17,-7
Cc1ccc(N(Cc2ccccc2F)S(C)(=O)=O)cc1C,-0.3,1,0.1,-0.6,x,0.9,19,-4,-11,-3

# Fetched by structure from the list above:
SMILES,RAM inhibit,PMI act satM6P,DTT redox prof,Hsp70 activator,S1P3 antagonist,PMI act,L major viab,Efa HMGR inh,TNAP inh noacc,TNAP inh hiacc
Cc1ccc(S(=O)(=O)Nc2cccc3ncccc23)s1,0.0,0.5,1.9,2.5,-19,0.6,100*,-6,-14,-8
CN(c1ccccc1)C(c1ccc(F)cc1)c1nnnn1C1CCCC1 (centres undefined),5.7,0.9,0.3,0.0,4,0.9,8,1,-17,-5
O=C(NCc1ccc(Cl)cc1)c1ccc(COCC(F)(F)F)o1,-0.2,0.9,1.7,-0.3,24,0.8,-4,-8,-13,-5
COc1ccc(NC(=S)N2N=CCC2c2ccccc2)cc1 (centres undefined),1.7,1,0.1,-0.1,x,1,-3,3,-17,-7
Cc1ccc(N(Cc2ccccc2F)S(C)(=O)=O)cc1C,-0.3,1,0.1,-0.6,x,0.9,19,-4,-11,-3

# Outcome played no part in choosing rows; any-hit rate near 12%.
